Pf apPOL inh: Pf-apPOL DNA polymerase inhibition | Recombinant Pf-apPOL, molecular beacon fluorescence, 1.5 h | inhibition, % at 10 µM | 0.25% of 210,000 active | AID 1794808
mHTT CaM bind: disrupts binding of mutant huntingtin to calmodulin; P42858; AlphaScreen His-mHTT/GST-CaM binding, luminescence; inhibition, % at 15 µM; 3.6% of 190,000 active; AID 1671202;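 note: 0% = both proteins with DMSO and 100% = one protein alone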
Target sequence (P42858 whole entry, looked up, stated change not applied): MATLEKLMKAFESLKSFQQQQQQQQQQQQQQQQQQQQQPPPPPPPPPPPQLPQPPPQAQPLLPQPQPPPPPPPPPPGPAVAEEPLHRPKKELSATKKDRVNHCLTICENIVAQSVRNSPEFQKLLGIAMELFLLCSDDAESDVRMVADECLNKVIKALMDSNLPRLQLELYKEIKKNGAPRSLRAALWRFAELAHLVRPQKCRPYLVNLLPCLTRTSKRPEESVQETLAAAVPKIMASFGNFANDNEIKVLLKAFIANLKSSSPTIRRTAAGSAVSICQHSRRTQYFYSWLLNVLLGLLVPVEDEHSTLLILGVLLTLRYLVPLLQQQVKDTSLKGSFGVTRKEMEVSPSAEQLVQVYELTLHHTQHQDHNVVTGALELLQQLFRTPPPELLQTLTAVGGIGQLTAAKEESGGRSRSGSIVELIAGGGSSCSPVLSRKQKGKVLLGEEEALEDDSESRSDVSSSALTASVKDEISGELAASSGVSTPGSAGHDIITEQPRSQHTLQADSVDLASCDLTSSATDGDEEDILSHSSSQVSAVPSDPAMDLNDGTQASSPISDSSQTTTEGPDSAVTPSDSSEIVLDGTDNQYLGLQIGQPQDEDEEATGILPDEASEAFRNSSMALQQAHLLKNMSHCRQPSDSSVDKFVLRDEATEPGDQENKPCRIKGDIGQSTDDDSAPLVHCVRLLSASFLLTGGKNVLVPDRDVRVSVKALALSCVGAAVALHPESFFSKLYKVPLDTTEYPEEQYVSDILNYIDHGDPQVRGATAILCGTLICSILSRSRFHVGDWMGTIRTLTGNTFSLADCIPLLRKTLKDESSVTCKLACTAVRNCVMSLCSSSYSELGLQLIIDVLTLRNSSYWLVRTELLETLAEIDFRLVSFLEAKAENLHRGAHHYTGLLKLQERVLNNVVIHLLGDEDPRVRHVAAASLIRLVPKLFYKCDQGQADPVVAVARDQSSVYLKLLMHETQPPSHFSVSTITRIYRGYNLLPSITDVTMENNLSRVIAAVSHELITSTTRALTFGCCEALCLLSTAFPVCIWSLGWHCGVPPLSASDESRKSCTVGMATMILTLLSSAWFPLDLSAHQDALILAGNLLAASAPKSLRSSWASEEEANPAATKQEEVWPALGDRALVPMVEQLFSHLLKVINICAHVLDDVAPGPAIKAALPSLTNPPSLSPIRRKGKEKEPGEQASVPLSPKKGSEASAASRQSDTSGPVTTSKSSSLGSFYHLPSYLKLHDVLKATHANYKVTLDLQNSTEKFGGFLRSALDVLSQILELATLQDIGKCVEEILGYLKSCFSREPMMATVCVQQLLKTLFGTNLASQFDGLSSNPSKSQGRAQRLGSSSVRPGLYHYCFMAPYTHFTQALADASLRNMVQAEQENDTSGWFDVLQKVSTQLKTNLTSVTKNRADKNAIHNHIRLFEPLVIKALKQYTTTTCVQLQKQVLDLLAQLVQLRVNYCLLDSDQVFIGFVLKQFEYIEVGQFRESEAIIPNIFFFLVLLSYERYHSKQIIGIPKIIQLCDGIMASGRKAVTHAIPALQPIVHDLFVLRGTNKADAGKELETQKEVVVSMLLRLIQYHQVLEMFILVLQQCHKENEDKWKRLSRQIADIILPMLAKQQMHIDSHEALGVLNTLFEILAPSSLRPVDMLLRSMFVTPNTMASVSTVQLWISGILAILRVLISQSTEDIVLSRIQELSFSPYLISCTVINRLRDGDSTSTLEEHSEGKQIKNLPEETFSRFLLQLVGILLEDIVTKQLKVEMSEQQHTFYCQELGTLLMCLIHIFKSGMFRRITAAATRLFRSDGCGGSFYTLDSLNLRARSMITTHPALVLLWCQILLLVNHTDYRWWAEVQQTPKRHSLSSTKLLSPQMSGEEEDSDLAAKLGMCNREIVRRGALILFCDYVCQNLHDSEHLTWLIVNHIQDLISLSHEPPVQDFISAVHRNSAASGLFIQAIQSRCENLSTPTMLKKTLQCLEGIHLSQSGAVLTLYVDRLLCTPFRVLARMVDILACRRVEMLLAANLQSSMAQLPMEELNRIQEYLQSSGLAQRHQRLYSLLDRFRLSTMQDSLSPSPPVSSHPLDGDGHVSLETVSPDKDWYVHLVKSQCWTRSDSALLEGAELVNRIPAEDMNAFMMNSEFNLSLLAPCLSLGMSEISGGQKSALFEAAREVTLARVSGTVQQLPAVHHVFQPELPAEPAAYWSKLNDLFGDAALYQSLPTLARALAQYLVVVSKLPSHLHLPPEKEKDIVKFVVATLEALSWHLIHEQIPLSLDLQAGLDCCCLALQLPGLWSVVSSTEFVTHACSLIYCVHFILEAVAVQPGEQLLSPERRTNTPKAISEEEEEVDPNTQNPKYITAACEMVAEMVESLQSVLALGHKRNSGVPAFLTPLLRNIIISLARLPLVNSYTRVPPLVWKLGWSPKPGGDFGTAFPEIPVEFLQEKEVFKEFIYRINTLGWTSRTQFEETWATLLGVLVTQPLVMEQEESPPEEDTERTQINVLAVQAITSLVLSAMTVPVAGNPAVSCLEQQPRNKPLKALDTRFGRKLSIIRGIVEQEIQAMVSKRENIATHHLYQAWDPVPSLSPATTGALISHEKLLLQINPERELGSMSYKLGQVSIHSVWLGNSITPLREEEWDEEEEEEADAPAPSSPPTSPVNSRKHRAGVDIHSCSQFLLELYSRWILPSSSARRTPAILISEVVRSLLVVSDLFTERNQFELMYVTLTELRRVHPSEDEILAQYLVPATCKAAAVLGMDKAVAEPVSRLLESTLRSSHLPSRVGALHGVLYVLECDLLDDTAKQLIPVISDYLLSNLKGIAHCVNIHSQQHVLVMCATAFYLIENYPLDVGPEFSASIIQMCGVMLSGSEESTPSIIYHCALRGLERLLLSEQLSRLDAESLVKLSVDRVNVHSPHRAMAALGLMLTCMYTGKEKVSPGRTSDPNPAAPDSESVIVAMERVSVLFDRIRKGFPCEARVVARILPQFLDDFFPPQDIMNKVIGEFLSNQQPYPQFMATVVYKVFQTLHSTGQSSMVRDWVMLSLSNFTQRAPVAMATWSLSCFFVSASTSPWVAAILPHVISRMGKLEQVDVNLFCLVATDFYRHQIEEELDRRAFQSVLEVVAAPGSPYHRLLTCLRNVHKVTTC
* = called active by the depositor; x = no result given. Cut-off read from the data, not from the text of the source: active = inhibition above about 50%; inactive = the rest. Some of the compounds tested. The share of hits here may be higher or lower than overall.

SMILES	Pf apPOL inh	mHTT CaM bind
Cc1ccc(NC(=O)c2cc3c(=O)n(CC(C)C)ccc3n2C)cc1	-4.0	-0.1
CCc1ccccc1NC(=O)C1CC(c2ccccc2F)=NO1 (stereo not given)	-4.6	-12.8
c1ccc(-n2ncc3c(NCc4ccccn4)nnnc32)cc1	8.0	-2.6
CCOc1nccnc1N1CCC(NS(C)(=O)=O)C1 (stereo not given)	-6.7	-1.2
Cc1cc(C)nc(NC(=O)C(Cc2ccccc2)N2C(=O)C3CCCCC3C2=O)n1 (stereo not given)	-0.3	-1.8
O=C(C1CCC1)N1CCCC(c2ccnc(Nc3ccccc3)n2)C1 (stereo not given)	-2.5	24.2
Cc1ccc([N+](=O)[O-])cc1N=Cc1nc(-c2ccccc2)oc1O	-5.6	7.0
Cc1cccc(C2CCCN2C(=O)c2ccccc2F)c1 (stereo not given)	-1.8	-5.3
O=C(CSc1nc2ccc(N3C(=O)c4ccccc4C3=O)cc2s1)Nc1ccccc1F	0.6	3.0
O=C(NC1CCCCC1NC(=O)c1cccs1)c1cccs1 (stereo not given)	-4.3	-12.1
O=Cc1ccc(-c2ccc(F)cc2F)o1	-2.4	-8.3
Cc1ccc(C(=O)Nc2ccc(-c3nc4ccccc4o3)c(O)c2)cc1	-6.0	-5.1
Cc1ccc2c(Nc3ccc(F)c(C)c3)c(-c3nc(C)no3)cnc2n1	-0.4	42.1
O=C(NCCc1ccncc1)C1CCc2nc(N3CCCCC3)ncc2C1 (stereo not given)	-4.8	5.0
Cc1ccc(Sc2ncccc2-n2c(C)ccc2C)cc1	7.1	x
O=C1OC(c2ccccc2)=N/C1=C/c1ccc([N+](=O)[O-])cc1	1.8	5.0
Cc1nn(-c2ccc(C(=O)NC3CC3)cn2)c2c1CCC2	-3.7	-4.1
COc1ccc(-n2nc3c(c2NC(=O)/C=C/c2ccco2)CSC3)cc1	-9.2	77.0*
O=C(CCNCCO)c1ccccc1	1.8	-2.1
O=[N+]([O-])c1ccccc1N=Cc1nc(-c2ccccc2)oc1O	-3.4	17.0
NC1=NC(=O)C(CC(=O)Nc2ccc(N3CCCCC3)cc2)S1 (stereo not given)	-0.4	0.0
CCCCCCN1C[C@@H](n2cc(COC(=O)c3ccccc3)nn2)[C@H](O)C[C@@H]1c1ccc(Cl)cc1	-2.4	5.5
COc1ccc2c(=O)c(-c3cnn(-c4ccccc4)c3)c(C)oc2c1C	4.0	1.9
CN(C)C1CN(C(=O)c2ccncc2)CCC1(O)c1ccccc1 (stereo not given)	-6.1	-1.4
CCc1ccc(NC(=O)Nc2ccc3nnc(C)n3c2)cc1	2.9	2.7
Cc1ccc(N2C(=O)SC(Nc3ccccc3)C2=O)cc1 (stereo not given)	0.0	-1.0
Cc1cc([N+](=O)[O-])ccc1NC(=O)C(Cc1ccccc1)N1C(=O)c2ccccc2C1=O (stereo not given)	0.6	8.0
COc1ccc(OC)c(NC(=O)C(c2ccccc2)c2ccccc2)c1	-3.0	5.2
CC(C)(C)S(=O)c1cccs1 (stereo not given)	-7.4	-0.4
CCOc1ccc(C2C=C(c3ccc(CC)cc3)Nc3ncnn32)cc1OC (stereo not given)	-8.2	9.0

20 successive entries from above, for reference:
SMILES	Pf apPOL inh	mHTT CaM bind
O=Cc1ccc(-c2ccc(F)cc2F)o1	-2.4	-8.3
Cc1ccc(C(=O)Nc2ccc(-c3nc4ccccc4o3)c(O)c2)cc1	-6.0	-5.1
Cc1ccc2c(Nc3ccc(F)c(C)c3)c(-c3nc(C)no3)cnc2n1	-0.4	42.1
O=C(NCCc1ccncc1)C1CCc2nc(N3CCCCC3)ncc2C1 (stereo not given)	-4.8	5.0
Cc1ccc(Sc2ncccc2-n2c(C)ccc2C)cc1	7.1	x
O=C1OC(c2ccccc2)=N/C1=C/c1ccc([N+](=O)[O-])cc1	1.8	5.0
Cc1nn(-c2ccc(C(=O)NC3CC3)cn2)c2c1CCC2	-3.7	-4.1
COc1ccc(-n2nc3c(c2NC(=O)/C=C/c2ccco2)CSC3)cc1	-9.2	77.0*
O=C(CCNCCO)c1ccccc1	1.8	-2.1
O=[N+]([O-])c1ccccc1N=Cc1nc(-c2ccccc2)oc1O	-3.4	17.0
NC1=NC(=O)C(CC(=O)Nc2ccc(N3CCCCC3)cc2)S1 (stereo not given)	-0.4	0.0
CCCCCCN1C[C@@H](n2cc(COC(=O)c3ccccc3)nn2)[C@H](O)C[C@@H]1c1ccc(Cl)cc1	-2.4	5.5
COc1ccc2c(=O)c(-c3cnn(-c4ccccc4)c3)c(C)oc2c1C	4.0	1.9
CN(C)C1CN(C(=O)c2ccncc2)CCC1(O)c1ccccc1 (stereo not given)	-6.1	-1.4
CCc1ccc(NC(=O)Nc2ccc3nnc(C)n3c2)cc1	2.9	2.7
Cc1ccc(N2C(=O)SC(Nc3ccccc3)C2=O)cc1 (stereo not given)	0.0	-1.0
Cc1cc([N+](=O)[O-])ccc1NC(=O)C(Cc1ccccc1)N1C(=O)c2ccccc2C1=O (stereo not given)	0.6	8.0
COc1ccc(OC)c(NC(=O)C(c2ccccc2)c2ccccc2)c1	-3.0	5.2
CC(C)(C)S(=O)c1cccs1 (stereo not given)	-7.4	-0.4
CCOc1ccc(C2C=C(c3ccc(CC)cc3)Nc3ncnn32)cc1OC (stereo not given)	-8.2	9.0

(cont.)
SMILES	Pf apPOL inh	mHTT CaM bind
CCOc1ccc(N2C(=O)CSC23CCCCC3)cc1	-4.9	-2.0
Cc1ccc(N2C(=O)CC(SCc3ccccc3)C2=O)c(C)c1 (stereo not given)	-0.4	-5.1
COc1ncccc1CNC(=O)c1cccn1C	-0.3	-0.8
COc1ccc(CC(=O)Nc2c3c(nn2-c2ccccc2)CSC3)cc1	2.1	22.0
Cc1onc(-c2ccccc2)c1C(=O)n1nnc2ccccc21	-11.3	3.8
CC1=C(C(=O)Nc2ccc(F)c(F)c2)C(c2cccc([N+](=O)[O-])c2)NC(=O)N1 (stereo not given)	-11.6	6.5
Cc1ccc(S(=O)(=O)N2CCC(CN3CCCCCC3)CC2)cc1F	-2.7	2.0
Cc1cc(C(=O)NCC(O)c2cccc3ccccc23)c(C)o1 (stereo not given)	-6.6	-7.2
COc1ccc(C)cc1NC(=O)N1CCn2cccc2C1Cc1ccccc1 (stereo not given)	-5.2	48.1
O=C(Cc1c[nH]c2ccccc12)N(CC1CCCO1)C1(C(=O)NC2CCCCC2)CCCCC1 (stereo not given)	-1.1	87.0*
CCOc1ccc(CN2CCC(C(=O)N3CCN(Cc4ccccc4)CC3)CC2)cc1	-6.3	17.3
O=C(Nc1nc2ccccc2n1CCN1CCOCC1)c1cccc([N+](=O)[O-])c1	7.1	x
COc1ccc(NC(=O)CSc2nnc(N)s2)cc1	-1.1	-1.4
CCC(=O)N1CCCc2ccc(NC(=O)NCc3cccc4ccccc34)cc21	-4.5	-11.2
CCN1CCCC1CNC(=O)c1ccc(S(=O)(=O)N2CCOCC2)cc1 (stereo not given)	-2.8	-11.0
C=CCN1CCN(C(=O)c2ccc3c(c2)Sc2ncccc2C(=O)N3CC)CC1	-2.7	1.6
Cc1ccc(NC(=O)C2CCN(C(=O)c3ccccc3)CC2)cc1C	0.0	0.2
O=c1ccc2ccc(OCCn3cnc([N+](=O)[O-])n3)cc2o1	-2.2	5.0
CCc1cc(C=NCCN=Cc2cc(CC)sc2O)c(O)s1	-8.4	11.0
CS(=O)(=O)N(CC(=O)N1CCOCC1)c1ccc(Oc2ccccc2)cc1	7.1	4.2

An excerpt from above in order of number of heavy atoms, rising:
SMILES	Pf apPOL inh	mHTT CaM bind
COc1ccc(NC(=O)CSc2nnc(N)s2)cc1	-1.1	-1.4
O=c1ccc2ccc(OCCn3cnc([N+](=O)[O-])n3)cc2o1	-2.2	5.0
Cc1ccc(NC(=O)C2CCN(C(=O)c3ccccc3)CC2)cc1C	0.0	0.2
CCN1CCCC1CNC(=O)c1ccc(S(=O)(=O)N2CCOCC2)cc1 (stereo not given)	-2.8	-11.0
CCC(=O)N1CCCc2ccc(NC(=O)NCc3cccc4ccccc34)cc21	-4.5	-11.2

Later entries:
SMILES	Pf apPOL inh	mHTT CaM bind
CCN(CC)C(=O)c1csc(-c2ccc(OC)cc2F)n1	-7.8	-7.2
Cc1c(N2CCCC2)cc2c(c1N)C(C)(C)CC2(C)C	-0.4	x
COCc1noc(C2CCCCN2C(=O)c2ccc(F)c(Cl)c2)n1 (stereo not given)	-3.5	-6.9
CC(=O)C1=C(O)C(=O)N(Cc2ccccc2)C1c1ccc(Br)cc1 (stereo not given)	-5.3	9.0
CN1C(=O)c2ccc(C(=O)Nc3cc(Cl)ccc3O)cc2C1=O	-0.3	6.6
COc1ccc(C=C2Oc3cc(C)c(CN4CCN(C)CC4)c(O)c3C2=O)cc1	13.0	79.4*
O=c1c(Cl)c(N2CCCC2)cnn1Cc1ccccc1	-6.1	-8.6
CC(C)c1ccccc1NC(=O)CCN1C(=O)c2ccccc2C1=O	-3.3	4.2
Cc1ccc(NC(=O)Cn2c(C(C)C)nc3c(c2=O)CN(Cc2ccccc2)CC3)cc1C	-5.8	-7.2
Cc1nnc2c(NCCc3ccccc3)nc3ccccc3n12	-4.1	6.0
Nc1c(C(=O)N2CCOCC2)sc2nc(-c3ccccc3)cc(-c3ccccc3)c12	-5.1	52.5*
CC(=Nc1ccccc1)Nc1ccccc1	0.8	-4.2
CCCCCC/C=C/c1ccc(OC)c([C@H]2[C@H]3C=CC[C@@H](C)[C@@H]3C(=O)N2Cc2ccccc2)c1	0.3	-8.6
O=C(CSc1nc2ccccc2c(=O)n1-c1ccc(Cl)cc1)c1cccs1	-3.3	0.4
O=C(c1n[nH]c2ccccc12)N1CCc2nc3cc(-c4ccccc4)[nH]n3c(=O)c2C1	4.9	16.1
NC(=O)c1c(NC(=O)COc2ccc(Cl)cc2)sc2c1CCC2	-8.5	-7.5
CCCCCc1ccc(C(=O)Oc2ccc(C#N)cc2)cc1	-5.2	x
COc1ccc(C=C2Oc3cc(OCC(=O)c4ccc(F)cc4)ccc3C2=O)cc1OC	-27.2	0.2
NC(=O)Cn1c(CSc2nc3ccccc3n2Cc2ccccc2)nc2ccccc21	0.0	1.0
CC(=O)Nc1ccc(-c2noc(C3CCCN(C(=O)Cc4cccc(F)c4)C3)n2)cc1 (stereo not given)	-1.0	-0.6
CCCNC(=O)COc1ccc(Br)cc1C	-4.4	-6.9
CCC(C)(C)NC(=O)c1ccc(-c2nc(-c3ccccc3)no2)cc1	-0.9	-16.6
O=C1CC(NCCc2ccccc2F)C(=O)N1c1ccc(Br)cc1 (stereo not given)	1.6	2.0
Cn1c(N2CCC(C(=O)N3CCC(Cc4ccccc4)CC3)CC2)cc(=O)n(C)c1=O	-2.1	74.8*
CC(=O)c1cc(F)c(N2CCN(C(=O)c3ccc(Cl)c(Cl)c3)CC2)cc1C	-13.9	20.6
O=C(CN1CCN(C(=O)Nc2ccc(Cl)cc2)CC1=O)NCc1ccco1	1.1	-0.3
Cc1ccc(-c2nn(C)c(=O)c3ccccc23)cc1S(=O)(=O)NC(C)C	-0.8	5.0
COc1ccc(CNC(=O)N2CCC(c3nc(C(=O)N4CCOCC4)c(C)o3)CC2)cc1	-3.4	0.3
Cn1c(=O)c2c(nc3n(C4CC4)c(-c4ccccc4)cn23)n(C)c1=O	-0.9	9.0
CCOCc1cn(CC(=O)c2ccc(I)cc2)c(C)nc1=N	-2.8	1.0
O=C(Nc1ccc2c(c1)CS(=O)(=O)C2)c1cccs1	-16.6	x
CCc1noc(C2CCCCN2Cc2cc(F)ccc2F)n1 (stereo not given)	-7.0	-38.5
Cc1ccccc1C(=O)Nc1cccc(NC(=O)Cc2ccc(Cl)cc2)c1	-4.3	18.2
Cc1cc(C)n(CC(=O)n2c(C)c(C)c3ccccc32)n1	3.3	4.2
Brc1ccc(C=Nc2cnc3ccccc3c2)cc1	-5.0	6.0
Cc1cccc2sc(N(CCN(C)C)C(=O)c3ccc(S(=O)(=O)N(C)C)cc3)nc12	-5.4	10.2
CCN(C(=O)c1coc(=O)c2ccccc12)c1cc(OC)ccc1OC	-2.9	2.0
O=C(Nc1c2c(nn1-c1ccc(F)cc1)CS(=O)(=O)C2)C1CCCCC1	-1.9	-5.0
COc1cccc(C2C(C(=O)Nc3ccccn3)=C(C)NC3=C2C(=O)CCC3)c1 (stereo not given)	2.7	-1.0
N#CC1=C(N)n2c(s/c(=C\c3ccc(O)cc3)c2=O)=C(C(N)=O)C1c1ccc(O)cc1 (stereo not given)	-3.5	53.0*
CN(C)CCNC(=O)c1cc2c(s1)CN(C1CCCC1)C2	-2.6	-8.9
CSc1ccccc1C(=O)c1ccccc1C(=O)O	-0.7	x
Oc1ccccc1C1CC(c2ccc3c(c2)OCO3)=NC(c2cccc(F)c2)N1 (stereo not given)	-2.8	4.0
COc1cccc(-c2ccc3nc(N4CCC(C(=O)NCCN(C)C)CC4)sc3n2)c1	-2.8	17.5
O=C(Nc1ccc(F)c(F)c1)c1ccc(F)c(S(=O)(=O)N2CCCC2)c1	37.6	-3.0
Oc1oc(-c2ccc(Cl)cc2)nc1C=Nc1ccc(F)cc1	-1.2	-5.0
Cc1cccc(C(=O)Nc2sc3c(c2C(=O)N2CCCC2)CCCC3)c1	-0.4	-3.4

Compound activity from PubChem BioAssay.
